Compound activity deposited in PubChem by National Center for Advancing Translational Sciences (NCATS).
APE1 inh: qHTS Assay for Inhibitors of the Human Apurinic/apyrimidinic Endonuclease 1 (APE1) | DNA repair nuclease/redox regulator APEX1 (Homo sapiens), P27695 | recombinant APE1, TAMRA/BHQ-2 abasic DNA cleavage fluorescence | Potency, µM (doses to about 65.8 µM), for inactives: top-dose activity change, negative = inhibition, actives largely listed as inhibitors | hit rate 0.35% among 350,000 | AID 2517, 2012;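 also: potency is read from the fitted curve at half-maximal effect; plate controls were vehicle for no effect and reference inhibitor for full effect; nearly all actives have a fitted effect of over 55% in size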
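Incision of a quenched TAMRA/BHQ-2 THF abasic-site duplex (50 nM) by 0.75 nM APE1, after 15 min compound preincubation, measured as fluorescence increase over three 60 s reads. Values normalized to buffer, DMSO and NSC13755 control wells.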
Anesthetic bind: qHTS Assay for Identification of Novel General Anesthetics; apoferritin/1-aminoanthracene competitive binding, fluorescence; Potency, µM (titrated, usually from 77.5 µM), without a hit: top-dose activity change, negative = displacement, hits mostly inhibitors; hit rate 0.074% among 350,000; AID 485281, 2010; also: potency is read from the fitted curve at half-maximal effect; % is scaled to controls: 0 for no effect and ±100 for the full control effect; nearly all actives have a fitted effect of over 20% in size
Target sequence (P02791 2-175 limits assumed): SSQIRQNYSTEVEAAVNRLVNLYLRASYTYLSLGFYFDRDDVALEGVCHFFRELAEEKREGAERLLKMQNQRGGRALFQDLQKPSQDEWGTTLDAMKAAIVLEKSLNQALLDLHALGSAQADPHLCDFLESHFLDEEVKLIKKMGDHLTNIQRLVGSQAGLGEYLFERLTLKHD
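10 uM apoferritin + 50% sat. 1-AMA, PBS; cpd 10 min RT; Ex380/Em535 endpoint; normalized to free probe vs complex; 4-param Hill fit; propofol titration as pos. ctrl.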
PGK inhibitor: qHTS Assay to Find Inhibitors of Phosphoglycerate Kinase | PGK/GAPDH coupled, Kinase-Glo luminescence, 60 min | Phosphoglycerate kinase, glycosomal (Trypanosoma brucei brucei), P07378 | Potency, µM (top dose mostly 57.5 µM), inactives show at the top dose activity change, negative = inhibition, usual class: inhibitors | hit rate 0.043% among 380,000; also: potency is read from the fitted curve at half-maximal effect; % is scaled to controls: 0 for no effect and ±100 for the full control effect; nearly all actives have a fitted effect of over 60% in size
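Recombinant glycosomal PGK reaction used 1,3-bisphosphoglycerate generated in-well by GAPDH (100nM final) in 100mM TEA pH 7.6, 5mM MgCl2, 0.01% Tween-20. After 60 minutes at room temperature, ATP was read by Kinase-Glo Plus luminescence end-point.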
Pol kappa inh: qHTS for Inhibitors of Polymerase Kappa; hit rate 0.53% among 400,000; Potency, µM (titrated, usually from 107 µM), for the others: at the highest dose activity, negative = inhibition, usual class: inhibitors; purified Pol kappa, fluorescent DNA synthesis assay, 10 min; also: potency is read from the fitted curve at half-maximal effect; % is scaled to controls: 0 for no effect and ±100 for the full control effect
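10 nM Pol kappa preincubated 15 min at room temperature with compounds, then reaction started with substrate at 50 nM final. Fluorescence read kinetically at 0 and 10 min; buffer-only wells served as negative control.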
RXFP1 antagonist: qHTS Assay for Antagonists of the Relaxin Receptor RXFP1; Relaxin receptor 1 (Homo sapiens), Q9HBX9; HEK293-RXFP1, relaxin-stimulated cAMP HTRF, 30 min; hits give low values; activity change, negative = inhibition, % at 57.5 µM; hit rate 0.59% among 350,000; AID 1259400, 2018;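 active = activity change of -60% or lower, but not beyond a set lower limit; inconclusive = change between -60% and -40%, or beyond the set limit; inactive = change above -40%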; also: % is scaled to controls: 0 for no effect and ±100 for the full control effect
POLI inh: qHTS for Inhibitors of Polymerase Iota; Potency, µM (series often up to 115 µM), inactives show at the top dose activity, negative = inhibition, most hits filed as inhibitors; AID 588590, 2011; Pol iota fluorescent replication assay, 10 min; hit rate 1% among 390,000; also: potency is read from the fitted curve at half-maximal effect
Target sequence (Q9UNA4 whole entry, looked up): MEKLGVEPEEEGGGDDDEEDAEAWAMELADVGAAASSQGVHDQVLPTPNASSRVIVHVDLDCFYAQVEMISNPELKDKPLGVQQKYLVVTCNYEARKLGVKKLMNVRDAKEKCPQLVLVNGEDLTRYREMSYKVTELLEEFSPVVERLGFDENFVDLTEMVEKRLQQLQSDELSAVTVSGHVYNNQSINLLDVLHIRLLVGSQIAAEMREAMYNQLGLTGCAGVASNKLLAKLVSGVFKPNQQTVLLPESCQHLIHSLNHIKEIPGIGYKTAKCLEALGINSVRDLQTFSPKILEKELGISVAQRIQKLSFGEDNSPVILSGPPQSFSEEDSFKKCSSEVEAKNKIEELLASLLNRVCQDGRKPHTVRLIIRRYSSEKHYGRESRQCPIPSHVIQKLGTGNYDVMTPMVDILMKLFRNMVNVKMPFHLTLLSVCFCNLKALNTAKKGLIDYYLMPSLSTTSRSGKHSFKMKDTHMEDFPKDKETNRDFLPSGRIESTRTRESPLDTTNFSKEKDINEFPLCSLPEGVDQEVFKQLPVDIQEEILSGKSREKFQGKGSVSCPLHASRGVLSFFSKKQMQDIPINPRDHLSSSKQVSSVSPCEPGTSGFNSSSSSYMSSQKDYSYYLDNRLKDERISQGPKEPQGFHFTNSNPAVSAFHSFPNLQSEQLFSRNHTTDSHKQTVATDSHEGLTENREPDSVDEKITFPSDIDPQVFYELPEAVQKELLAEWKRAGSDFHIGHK
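Pol iota at 10 nM preincubated 15 min with compounds at room temperature; reaction started with fluorescent substrate, 50 nM final. Fluorescence read kinetically at 0 and 10 min; buffer-only wells as negative control.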
BLM inh: qHTS Assay for Inhibitors of Bloom's syndrome helicase (BLM) | RecQ-like DNA helicase BLM (Homo sapiens), P54132 | recombinant BLM DNA unwinding, fluorescence dequenching | Potency, µM (titrated, usually from 56.1 µM), without a hit: at the top dose activity change, negative = inhibition, most hits filed as inhibitors | hit rate 0.2% among 350,000;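 also: potency is read from the fitted curve at half-maximal effect; plate controls were vehicle for no effect and no enzyme for full effect; nearly all actives have a fitted effect of over 35% in size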
Pol eta inh: qHTS for Inhibitors of Polymerase Eta. Potency, µM (series often up to 114 µM), without a hit: top-dose activity change, negative = inhibition, usual class: inhibitors. hit rate 1.2% among 390,000. DNA polymerase eta (Homo sapiens), Q9Y253. recombinant Pol eta, fluorescent DNA replication assay; also: potency is read from the fitted curve at half-maximal effect; % is scaled to controls: 0 for no effect and ±100 for the full control effect
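Fluorescent replication assay: 50 nM final substrate added after a 15 min room-temperature compound preincubation with 10 nM enzyme. Signal taken at 0 min and again at 10 min.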
POLB inh: qHTS Assay for Inhibitors of DNA Polymerase Beta; Potency, µM (top dose mostly 114 µM), without a hit: at the highest dose activity change, negative = inhibition, most hits filed as inhibitors; hit rate 1.3% among 340,000; Pol beta primer extension/strand displacement, fluorescence kinetic; P06746; also: potency is read from the fitted curve at half-maximal effect; % is scaled to controls: 0 for no effect and ±100 for the full control effect
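Homogeneous kinetic assay of primer extension and strand displacement by 10 nM Pol beta, preincubated 15 min at room temperature with compound before 50 nM substrate (final) was added. Read at 0 and 10 min; four-parameter Hill fit.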
* hit, by the source's call; i = inactive; u = inconclusive; x = no result given; & = joins results of further samples; [ ] = dose if it differs, or a comment. Unless noted, calls follow the shape of the dose curve; as a rule, active = well fitted curve in the direction sought with a large enough effect; inconclusive = small, poorly fitted or top-dose-only effect, or another doubt; inactive = no such curve, though single readings can be large; an effect the other way counts as inactive or inconclusive.

molecule	Pol eta inh	POLB inh	PGK inhibitor	BLM inh	Pol kappa inh	APE1 inh	POLI inh	Anesthetic bind	RXFP1 antagonist
COC(=O)c1[nH]c2ccc(C)cc2c1NC(=O)CN1CCN(c2ccccc2)CC1	-14%	u	4%	-6%	-11%	-6%	-20%	-22%	-2
COc1ccc(Cl)cc1N(CC(=O)Nc1ccccc1C(=O)NCc1ccco1)S(C)(=O)=O	-15%	6%	x	-10%	-2%	-6%	1%	-11%	-3
COc1cccc(NS(=O)(=O)c2ccc3c(c2)N(C(C)=O)CCO3)c1	0%	20%	2%	-2%	0%	10%	u	-9%	11
CCCCc1nc2cc(C(=O)N(C)CCc3cn[nH]c3)ccc2o1	-13%	0%	-9%	-1%	3%	33%	-20%	-12%	17
CC1CCC2(CC1)SCC(=O)N2c1ccc(F)cc1 (stereo not given)	-21%	7%	-10%	-2%	-6%	-2%	12%	-7%	-15
CCN(CC(=O)NCc1cccs1)C(=O)c1cccc(S(=O)(=O)N(CC)c2ccccc2)c1	-10%	x	9%	x	-19%	x	-7%	x	-5
COc1ccc(NC(=O)N2CCCC2C(=O)NCc2ccc(F)cc2)cc1 (stereo not given)	8%	18%	-7%	4%	-4%	3%	6%	-1%	3
CC1=C(C(=O)OCCC#N)C(c2cc3c(cc2Br)OCO3)NC(=O)N1 (stereo not given)	-9%	u	-1%	-12%	20%	49%[activator]	12%	-9%	3
CCCCCc1ccc(-c2ccc(/C=C/C(=O)O)cc2)nc1	-10%	0%	i	5%	6%	5%	-10%	-8%	x
Cc1c(Cl)cccc1NC(=S)Nn1cnnc1	10%	29%	-2%	-2%	-13%	-5%	123%[activator]	-6%	-7
NS(=O)(=O)c1cccc(NC(=O)COC(=O)c2ccccc2C(=O)c2ccccc2)c1	1%	x	2%	x	-9%	13%	-1%	x	-5
CC(=O)N1CCSc2ccc(S(=O)(=O)Nc3ccc(C)cc3)cc21	-11%	1%	-2%	0%	-3%	77%[activator]	24%	-15%	5
O=C1NC(=S)N/C1=C/c1ccc2c(c1)OCO2	-4%	26%	x	-5%	-6%	-12%	-24%	-11%	4
CCN(C(=O)C1CCN(S(=O)(=O)c2c(C)noc2/C=C/c2ccc(C)cc2)CC1)c1cccc(C)c1	-4%	7%	-6%	-3%	-8%[60.1 µM]	x	-5%	5%	x
CCOc1ccc(N2CC(C(=O)NC3CCCCCC3)CC2=O)cc1 (stereo not given)	10%	0%	-2%	0%	-10%	53%[activator]	38%[activator]	-9%	-2
CCn1cc(C(=O)O)c(=O)c2cc(S(=O)(=O)N3CCCCCC3)ccc21	18%	3%	-3%	-1%	-9%	-3%	-1%	-3%	-11
Cc1ccccc1OCCCCCn1ccnc1	2%	1%	i	2%	-23%	2%	10%	u	7
Cc1sc2ncn(/N=C/c3ccco3)c(=O)c2c1C	-10%	-1%	-4%	1%	-6%	-3%	63%[activator]	4%	-18
Cc1ccc(NC(=O)C2C3/C=C\CCCCC32)cc1 (stereo not given)	-17%	0%	i	2%	3%	-2%	4%	-12%	8
O=C(O)/C=C/c1ccc(S(=O)(=O)Nc2ccc3[nH]c(=O)[nH]c3c2)cc1	25µM*	-1%	7%	-12%	-21%	20%	u	8%	4
C=CCc1c(C)nc(SCC(=C)C)[nH]c1=O	-16%	16%	-9%	-3%	-7%	3%	-2%	-15%	-7
Cc1nn(-c2ccc(Cl)cc2)c(Cl)c1/C=C(\C#N)C(N)=O	-5%	-4%	0%	-3%	6%	5%	-7%	-17%	x
COC(=O)c1cc2sccc2n1Cc1nc(-c2ccc(Cl)cc2)oc1C	-11%&-9%	0%&-17%	5%&-9%	-3%&-1%	1%&5%	0%	9%&-5%	5%&11%	7&-5
NC(=O)[C@@H]1CCCNc2c(I)cc([N+](=O)[O-])cc2C(=O)N[C@@H](CCC(=O)O)C(=O)N[C@@H](CO)C(=O)N1	-3%	5%	-7%	2%	9%	-2%	5%	4%	x
COc1ccc(-c2ccc(-c3cc(=O)oc4cc(C)cc(C)c34)cc2)cc1	x	x	x	-6%[75.6 µM]	-3%	-5%	x	u	x
O=C(NCc1cc(C(F)(F)F)ccc1F)C1CCC(=O)N(C2CC2)C1 (stereo not given)	-22%	55%[activator]	5%	-3%	-7%	-4%	33%[activator]	-3%	5
Cc1ccc(S(=O)(=O)Nc2cc3c(cc2N2CCOCC2)n(C)c(=O)n3C)cc1	-16%	u	-2%	-13%	-9%	x	32%[activator]	-4%	-9
CCN(CC(=O)Nc1c(F)cccc1F)C(=O)CCc1c[nH]c2ccccc12	-12%	16%	8%	-6%	-9%	-2%	24%	-2%	5
CN(C)S(=O)(=O)n1cnc([C@H]2c3c(ncn3Cc3ccccc3)C[C@H]3COC(=O)[C@@H]32)c1	-2%	x	1%	x	-2%	14%	26%	x	x
COCCNC(=O)CN1CCC(n2c(C)nc3cc(C(F)(F)F)ccc32)CC1	-9%	1%	-1%	-1%	0%	-2%	7%	-15%	-6
CCC1=NN2C(=N)/C(=C\c3ccc(OCCOc4ccccc4OC)cc3)C(=O)N=C2S1	u	-13%	8%	-23%	-4%	17%	126%[activator]	-12%	-7
CC(C)Cn1c(N)c(C(=O)CSc2cc(Cl)ccc2Cl)c(=O)n(C)c1=O	x	22%	x	0%	x	1%	x	-8%	x
CCOC(=O)NN1C(=O)c2ccccc2NC1c1ccccn1 (stereo not given)	-16%	-8%	-7%	-3%	-13%	-1%	23%	35%[activator]	2
O=C(N/N=C/c1ccsc1)C1CC1	0%	4%	-1%	5%	-5%	17%	27%	4%	1
COc1ccc(/C=N/N2C(=O)C3C4C=CC(CC4)C3C2=O)c(OC)c1 (stereo not given)	-14%	0%	1%	-3%	0%	-3%	57%[activator]	-18%	-21
Cc1ccc(S(=O)(=O)N2CCOCC2)cc1NC(=O)COC(=O)CSc1ccc(Br)cc1C	-15%	19%	-7%	-13%	-9%	-7%	0%	-15%	3
Cc1cc(NC(=O)c2cnc3c(-c4ccccc4)c(C)nn3c2C)ccc1Br	-15%	26%	15%	-9%	-19%	x	-6%	-5%	-39
CCCCC(=O)Nc1ccc(C(=O)Nc2nnc(COC)s2)cc1	9%	8%	i	-4%	-4%	3%	26%	-3%	2
OC(CCc1cccc(Cl)c1)c1cccs1 (stereo not given)	-15%	27%	x	-8%	0%	2%	-7%	u	6
N=c1sccn1CC(=O)Nc1ccc(SC(F)F)cc1	2%	10%	4%	3%	-6%	7%	92%[activator]	-6%	5
C=CCN(c1ccccc1C(=O)NCC(=O)O)S(=O)(=O)c1ccc(C)cc1	-2%	3%	-6%	-3%	-6%	-2%	122%[activator]	-8%	12
Cc1ccc(-n2nc3c(=O)n(CC(=O)NCCCc4ccccc4)nc(C)c3c2C)cc1	-1%	5%	-1%	-6%	10%	7%	19%	-28%	-13
O=C1C(C=Nc2ccccc2O)=C(O)c2ccccc21	-11%	35µM*	-8%	-8%	0%	-5%	8%	u	2
COc1ccc(C(CC(=O)N2CCCC2)c2c(OC)cc(OC)c3c(-c4ccccc4)cc(=O)oc23)cc1 (stereo not given)	u	35µM*	-29%	u	79µM*	10µM*	71µM*	-13%&-4%	x
O=C(NC1CCCC1)C1CC(c2ccc(F)cc2)=NO1 (stereo not given)	-7%	u	i	0%	3%	4%	-9%	-8%	-24
CCN(CCO)C(=S)Nc1cc(S(=O)(=O)N(C)C)ccc1C	-19%	-19%	-9%	-8%	-11%	2%	46%[activator]	-5%	-9
O=C(NC12CC3CC(CC(C3)C1)C2)c1ccc(N2CCNCC2)c([N+](=O)[O-])c1	-17%	u	i	1%	-5%	12%	-17%[58.9 µM]	-10%	-2
Cc1ccc(SCC(=O)N2CCN(c3ccccn3)CC2)cc1	-21%	28%	-12%	-4%	10%	13%	-4%	-2%	-8
Cc1cc(C)c(NC(=O)c2cccs2)c(C)c1NC(=O)c1cccs1	-4%	12%	-8%	0%	-2%	53%[activator]	11%	-13%	-4
Cc1nc(-c2ccccc2)nc2[nH]c(=O)n(-c3ccccc3)c(=O)c12	-7%	28%	i	-4%	-19%	13%	-3%	-12%	-4
O=C(Cc1ccccc1)Nc1ccc(N2CCCCC2)cc1	15%	-2%	0%	-3%	-12%	-2%	-7%	-17%	-6
Cc1ccc(-c2ccc(/C=N\n3cnnc3)o2)c(Br)c1	-5%	10%	i	0%	-9%	-8%	43%[activator]	-8%	8
O=C(NCn1ccc(=O)[nH]c1=S)c1ccccc1	3%	39%	-3%	-1%	-9%	1%	0%	-12%	-9
O=C(COC(=O)Cn1nnc2ccccc21)Nc1ccccc1Br	-7%	58%	-5%	1%	-2%	22%	75%[activator]	-9%	-4
Cc1cc(NC(=O)CCCN2C(=O)/C(=C/c3cccs3)SC2=S)no1	-13%	2%	-1%	2%	-3%	-2%	-2%	-1%	-8

Entries above marked active in Pol eta inh.
Molecule	Pol eta inh	POLB inh	PGK inhibitor	BLM inh	Pol kappa inh	POLI inh	RXFP1 antagonist
O=C(O)/C=C/c1ccc(S(=O)(=O)Nc2ccc3[nH]c(=O)[nH]c3c2)cc1	25µM*	-1%	7%	-12%	-21%	u	4

Only part of the results is shown; count on the stated rates, not on these rows.
